Epigenetic derep = epigenetic control regulation, reporter derepression | murine LDR cells, GFP reporter derepression, 30 h | Potency, µM (top dose mostly 53.9 µM), for inactives: at the top dose GFP activation, hits mostly activators | 280,000 tested, 0.2% active | AID 1865; note: % of control where 0% means no effect; nearly all actives have a fitted effect of over 60% in size
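Murine LDR cells carrying a silenced, genomically integrated CMV-driven GFP reporter were exposed to compound for 30 hours at 37 C. After PBS washes, GFP-positive cells (20–120 um objects) were counted by laser-scanning microplate cytometry.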
ALDH1A1 inh = ALDH1A1 (human) enzyme inhibition; Purified ALDH1A1, NADH fluorescence, propionaldehyde substrate; Potency, µM (doses to about 75.3 µM), without a hit: at the highest dose activity, negative = inhibition, hits mostly inhibitors; 220,000 tested, 7.3% active; AID 1030; active = well fitted inhibition curve with a large enough effect, not every such curve was filed as active; inconclusive = small, poorly fitted or top-dose-only effect, or another doubt; inactive = no such curve, though single readings can be large or run the other way;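 note: plate controls were no enzyme wells and a reference inhibitor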
Tau fluor cs = counter-screen for tau fibril formation inhibitors; tau K18 P301L Alexa594 fluorescence, heparin fibrillization; Potency, µM (series often up to 57.7 µM), without a hit: at the top dose activity change, negative = decrease; 280,000 tested, 0.93% active; AID 1463; note: % is set by controls: 0 for no effect and ±100 for the full control effect; nearly all actives have a fitted effect of over 55% in size
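Human tau K18 P301L (15 uM unlabeled, 0.24 uM Alexa 594-labeled) in 100 mM sodium acetate pH 7 with 20 uM heparin, 6 hr at 37 C. ThT 30 uM added, 1 hr ambient; Alexa 594 FP and total fluorescence read at 555/632 nm.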
GAA inhib = blocks human lysosomal alpha-glucosidase; P10253; purified human GAA, 4-MU-alpha-glucoside fluorescence; Potency, µM (highest dose often 76.9 µM), inactives show at the top dose activity change, negative = inhibition, most hits filed as inhibitors; 200,000 tested, 0.005% active; AID 1466;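 note: plate controls were uninhibited enzyme wells for no effect and no-enzyme background for full effect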
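Endpoint fluorogenic read: 20 min room-temperature reaction of 4 nM human alpha-glucosidase with 400 uM 4-methylumbelliferyl-alpha-D-pyranoside, pH 5.0, quenched with 1M NaOH/1M glycine pH 10. AC50 from Hill modeling.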
GAA glycogen = inhibitors or activators of human alpha-glucosidase glycogen cleavage | P10253 | recombinant GAA, glycogen substrate, Amplex Red glucose oxidase fluorescence | Potency, µM (doses to about 76.4 µM), for inactives: at the top dose activity change, negative = inhibition, hits mostly inhibitors | 300,000 tested, 0.38% active;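 note: 0% = full enzyme reaction and -100% = no-enzyme basal signal; the screen sought inhibitors and activators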
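Recombinant human alpha-glucosidase (4 nM final) hydrolysed bovine liver glycogen (30 ug) for 40 min at 37 C in pH 5.0 citrate/phosphate with 0.01% Tween-20. Released glucose detected by glucose oxidase/Amplex Red, Ex 573/Em 610 nm. Compounds up to 77 uM; AC50 from Hill fits.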
GLA spleen mod = inhibitors or activators of human alpha-galactosidase in spleen homogenate; P06280; human spleen homogenate, 4MU-alpha-Gal fluorescence, 40 min; Potency, µM (series often up to 80 µM), for inactives: at the top dose activity change, negative = inhibition, hits mostly inhibitors; 240,000 tested, 0.008% active; AID 2107;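 note: 0% = enzyme with vehicle and -100% = no enzyme basal signal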
Target sequence (P06280 32-429 limits assumed): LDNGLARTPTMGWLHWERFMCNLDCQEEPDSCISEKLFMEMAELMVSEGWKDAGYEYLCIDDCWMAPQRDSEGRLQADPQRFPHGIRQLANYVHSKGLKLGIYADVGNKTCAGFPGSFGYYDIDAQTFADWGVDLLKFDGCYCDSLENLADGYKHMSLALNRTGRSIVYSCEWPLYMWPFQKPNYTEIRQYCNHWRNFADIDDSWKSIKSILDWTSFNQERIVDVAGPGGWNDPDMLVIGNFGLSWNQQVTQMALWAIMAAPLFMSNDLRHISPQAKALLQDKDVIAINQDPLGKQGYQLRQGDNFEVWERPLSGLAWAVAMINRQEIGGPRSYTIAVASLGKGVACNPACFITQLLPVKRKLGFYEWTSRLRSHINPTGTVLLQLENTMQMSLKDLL
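Spleen homogenate 1 ug + cpd (titration) + 4-MU-alpha-D-galactopyranoside 1 mM; 37C 40 min; 50 mM citrate/phosphate pH 5.0, 0.01% Tween-20; stop pH 10; fluorescence 365/440; AC50 via Hill.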
NPSR antag = antagonists of human neuropeptide S receptor cAMP signaling | Q6W5P4 | CHO-NPSR cells, cAMP TR-FRET, antagonist mode | Potency, µM (highest dose often 38.3 µM), without a hit: at the highest dose activity change, negative = inhibition, actives largely listed as inhibitors | 220,000 tested, 1% active; note: % is set by controls: 0 for no effect and ±100 for the full control effect; nearly all actives have a fitted effect of over 50% in size; many of its hits are not listed in these tables
Target sequence (Q6W5P4 whole entry, looked up): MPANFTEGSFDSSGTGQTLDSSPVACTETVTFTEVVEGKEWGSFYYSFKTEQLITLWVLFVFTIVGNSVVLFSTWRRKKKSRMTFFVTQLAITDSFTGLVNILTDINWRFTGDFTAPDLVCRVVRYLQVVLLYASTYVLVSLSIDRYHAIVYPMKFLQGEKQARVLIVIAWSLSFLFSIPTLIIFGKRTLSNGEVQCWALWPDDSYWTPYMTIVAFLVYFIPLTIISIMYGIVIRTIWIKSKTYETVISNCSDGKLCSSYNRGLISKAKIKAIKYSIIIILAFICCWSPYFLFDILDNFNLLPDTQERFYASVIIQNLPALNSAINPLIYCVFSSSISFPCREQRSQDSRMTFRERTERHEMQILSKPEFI
GAA spleen mod = inhibitors or activators of human alpha-glucosidase in spleen homogenate; AID 2112; human spleen homogenate, 4-MU-alpha-glucoside fluorescence; P10253; Potency, µM (series often up to 79.9 µM), for inactives: top-dose activity change, negative = inhibition, usual class: inhibitors; 240,000 tested, 0.006% active;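 note: 0% = enzyme with vehicle and -100% = no enzyme basal signal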
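Human spleen homogenate (1 ug) with 4-methylumbelliferyl-alpha-D-glucopyranoside (1 mM final) in 50 mM citrate/phosphate pH 5.0, 0.01% Tween-20; 40 min at 37 C. Stopped at pH 10; 4-MU fluorescence Ex 365/Em 440 nm; AC50 by Hill fit.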
The depositor's hits bear a star; ? = inconclusive; . = not tested or not shown; & = joins results of further samples; [ ] = dose if it differs, or a comment. Unless noted, calls come from the whole dose curve; as a rule, active = well fitted curve in the direction sought with a large enough effect; inconclusive = small, poorly fitted or top-dose-only effect, or another doubt; inactive = no such curve, though single readings can be large; an effect the other way counts as inactive or inconclusive. Potency is the fitted concentration of half-maximal effect.

SMILES	Epigenetic derep	ALDH1A1 inh	Tau fluor cs	GAA inhib	GAA glycogen	GLA spleen mod	NPSR antag	GAA spleen mod
COC(=O)Cc1ccc(NC(=S)N2CCN(c3cccc(O)c3)CC2)cc1	-2.2%	?	-16%	?	-4%	2%	10%	4%
Cc1cccc(NC(=O)NC(=O)c2ccccc2)n1	3.8%	-3%	4%	2%	1%	-2%	11%	.
Cc1c(CN(C)C)c2c(n1Cc1ccccc1)C(=O)c1ccccc1-2	4.5%	-10%	-20%	-7%	1%	-8%	-14%[46.1 µM]	-8%
COC(=O)/C=C/c1sc2nc(C)cc(C)c2c1N=CN(C)C	4.5%	12%	-6%	-13%	6%	-7%	-25%	-7%
S=C(NCCCN1CCOCC1)NCCCN1CCOCC1	0.0%	2%	-1%	-4%	7%	1%	12%	-1%
CCSc1sccc1C1C(C#N)=C(N)N(c2cccnc2)C2=C1C(=O)CCC2 (stereo unspecified)	0.9%	1%	-2%	-6%	-25%	3%	-11%[46.1 µM]	0%
Cc1c(C(=O)NCCSCc2cccc(C(F)(F)F)c2)cnn1-c1ccc(Cl)cc1	-0.3%	13%	?	-6%[15.4 µM]	-9%	8%	?	2%
CC(/C=C/c1ccc(N(C)C)cc1)=N\N=C(/N)SC1CC(=O)N(c2ccc(C(=O)O)cc2)C1=O (stereo unspecified)	-1.0%	16%	-4%	1%	-6%	3%	-31%	-5%
CC(C)CC(=O)NC1(C(F)(F)F)C(=O)Nc2c1c(=O)n(C)c(=O)n2C (stereo unspecified)	1.5%	14%	2%	-5%	-2%	16%	18%[46.1 µM]	14%
Cc1ccc(S(=O)(=O)N2CCC(C(=O)N[C@H](C(=O)N3CCN(C)CC3)C(C)C)CC2)cc1	-1.7%	6%	-1%	-8%	0%	-1%	0%[46.1 µM]	-7%
Cc1onc(-c2ccccc2Cl)c1C(=O)OCC(=O)Nc1ccc2c(c1)OCO2	-7.2%	-15%	?	-12%	-13%	3%	-26%[46.1 µM]	-3%
Cc1ccc(/C=N/NC(=O)c2cccnc2)s1	2.3%	.	0%	.	-6%	1%	3%	0%
Cc1ccc(C)c(OCCn2c(=O)c3c(ncn3C3CCCC3)n(Cc3ccccc3)c2=O)c1	-1.3%	-3%	-10%	-15%	4%	2%	-50%	1%
N#Cc1cc([N+](=O)[O-])cnc1N(CCO)CCO	-3.0%	-1%	-2%	-1%	9%	-7%	0%	?
COc1ccc(-c2cc(=O)oc3c(C)c(O)c(CN(C)C)cc23)cc1	-0.8%	?	-18%	-2%[15.4 µM]	-1%	-21%	?	-7%
COc1cccc(C(=O)Nc2cc(=O)n(C)c(=O)n2C)c1	0.3%	.	3%	.	5%	1%	0%	2%
CCC(=O)Nc1cc2c(cc1C(=O)c1ccccc1)OCCO2	-0.5%	-9%	-6%	3%	7%	-8%	-6%[46.1 µM]	-4%
O=C(CSc1ccc(C(F)(F)F)cn1)Nc1ccccc1	4.5%	?	-1%	-1%[15.4 µM]	0%	-5%	-9%	-2%
CCN(Cc1ccccc1)C(=O)Cn1c(=O)n(-c2ccc(OC)cc2OC)c(=O)c2c(C)c(C)sc21	9.7%&-1.8%	11%	-21%&-11%	?	-3%	1%	-44%	-9%
CCC(C)[C@H](NC(=O)NCc1cccs1)C(=O)OC (stereo partly specified)	1.0%	-6%	0%	-4%	7%	0%	-2%[46.1 µM]	-2%
COc1ccc(Cc2nc3c4c(ncn3n2)Oc2c(ccc3ccccc23)C4c2ccc(OC)c(OC)c2)cc1 (stereo unspecified)	-1.0%	?	-11%	-1%	-5%	-3%	-12%	3%
Cc1csc2ncc(C(=O)NCc3ccc4c(c3)OCO4)c(=O)n12	0.0%	5%	10%	-1%	2%	-3%	6%[46.1 µM]	-2%
CCCCCCCn1c2c(c(=N)c3c1CCC3)CCCC2	0.0%	-8%	3%	10%	-13%	-5%	-56%	-5%
COc1ccc(N(C(=O)CCl)C(C)(C(=O)Nc2c(C)cccc2C)c2ccccn2)cc1 (stereo unspecified)	0.0%	4%	-12%	?	14%	-1%	-3%[46.1 µM]	-5%
CCCN1C(=O)/C(=C/c2c(N3CCNC(=O)C3CC(=O)OC)nc3c(C)cccn3c2=O)SC1=S (stereo unspecified)	14µM*	5µM*	-20%	-5%	-6%	-16%	?	-10%
Cc1noc(C)c1S(=O)(=O)N1CCN(C(c2ccccc2)c2ccc(Cl)cc2)CC1 (stereo unspecified)	0.0%	?	-15%	0%[15.4 µM]	5%	-4%	-26%[46.1 µM]	-6%
Cc1ccccc1Nc1scc(-c2ccc(Br)cc2)[n+]1-c1ccccc1C	0.2%	?	-8%	5%	-5%	-6%	10µM*	-5%
COCC(=O)N(C)c1nnc(-c2cnc(C)cn2)s1	-1.1%	?	-8%	-14%	4%	2%	2%[46.1 µM]	4%
COc1cc(Cl)c(C)cc1NC(=O)Cn1c(NCCO)nc2ccccc21	-3.2%	5%	-26%	-7%	2%	-3%	31%	3%
COc1ccc(N2CCN(C(=S)NCc3ccc(C)cc3)CC2)cc1	2.6%	7%	-6%	0%	-10%	1%	0%	-1%

Retrieved by structure from the list above:
SMILES	Epigenetic derep	ALDH1A1 inh	Tau fluor cs	GAA inhib	GAA glycogen	GLA spleen mod	NPSR antag	GAA spleen mod
CCCCCCCn1c2c(c(=N)c3c1CCC3)CCCC2	0.0%	-8%	3%	10%	-13%	-5%	-56%	-5%
CCC(=O)Nc1cc2c(cc1C(=O)c1ccccc1)OCCO2	-0.5%	-9%	-6%	3%	7%	-8%	-6%[46.1 µM]	-4%
Cc1c(C(=O)NCCSCc2cccc(C(F)(F)F)c2)cnn1-c1ccc(Cl)cc1	-0.3%	13%	?	-6%[15.4 µM]	-9%	8%	?	2%

(further entries)
SMILES	Epigenetic derep	ALDH1A1 inh	Tau fluor cs	GAA inhib	GAA glycogen	GLA spleen mod	NPSR antag	GAA spleen mod
COn1c(SCC(N)=O)nc2ccccc2c1=O	-0.7%	6%	-9%	-3%	-4%	-25%	?	1%
CCN(CC)C(=O)C1CCC(CNS(=O)(=O)c2cccc3cccnc23)CC1 (stereo unspecified)	-1.0%	?	-12%	-1%	1%	5%	1%	-8%
N#Cc1nc(-c2ccc(OCc3ccc(Cl)cc3)cc2)oc1NCc1cccnc1	0.8%	?	-10%	0%	1%	-2%	-14%[46.1 µM]	-2%
Cc1cc(C(=O)NCCCN2CCOCC2)n(-c2ccccc2)n1	0.0%	-4%	3%	-24%	-9%	-1%	0%[46.1 µM]	-6%
Cc1nn(Cc2ccc(C(=O)N3CCOCC3)o2)c(C)c1Br	-0.7%	-4%	1%	1%	-5%	7%	-1%	9%
COc1ccc(NC(=O)C2Cc3ccccc3CN2C(=O)c2ccccc2)cn1 (stereo unspecified)	-2.9%	-12%	-23%	-5%	0%	-2%	-7%[46.1 µM]	-2%
FC(F)(F)COc1ccc(-c2nnc(SCc3c(Cl)cccc3Cl)o2)cn1	-1.3%	?	8%	-8%	-7%	8%	-5%	-6%
COCCCNC(=O)CS(=O)Cc1nc(-c2cccc(OC)c2)oc1C (stereo unspecified)	1.1%	?	-1%	1%	5%	1%	-40%[46.1 µM]	0%
O=C(COC(=O)c1cc[n+]([O-])cc1)NCCc1ccc(Cl)cc1Cl	?	?	-1%	-1%	0%	4%	8%	7%
CCc1ccc(-c2nc(C(N)=O)c3[nH]c(=O)n(-c4ccccc4OC)c3n2)cc1	9.5%	?	-17%	?	10%	?	-13%[46.1 µM]	10%
COc1ccc(OC)c(-c2cc(C(=O)NCc3ccc(Cl)cc3)no2)c1	5.3%&-1.8%	-2%	-15%&-5%	11%	1%	3%	-8%	3%
O=c1cc(-c2cccc(F)c2)[nH]c2ccc(Cl)cc12	-1.0%[96.6 µM]	?	-10%[81.3 µM]	.	.	-16%[119 µM]	.	-3%[119 µM]
CC(=O)c1ccc(NC(=O)OCCN2CCN(Cc3ccccc3)CCC2=O)cc1	3.2%	-1%	?	.	.	-19%	.	-1%
C=CCNC(=O)/C(C#N)=C/c1c(C)nn(-c2ccc(Cl)cc2)c1Cl	1.5%	-11%	2%	2%	5%	-1%	-4%	0%
COc1cccc(CN(C)CC(=O)NCc2ccccc2Cl)c1	0.0%	0%	-1%	-3%	2%	2%	-11%	4%
CCCNC1=C(C)C(=O)CC1	2.3%	14%	4%	-1%	4%	-4%	-2%[46.1 µM]	?
CC(C)(C)CN1CCNC(=O)C1CC(=O)N1CCN(c2ccccc2)CC1 (stereo unspecified)	0.1%	.	-9%	.	-16%	8%	56%	-3%
Cc1ccc(Nc2nc(N3CCOCC3)nc(N3CCOCC3)n2)cc1	-1.1%	3%	-3%	4%	2%	12%	-6%[46.1 µM]	-3%
CC(C)(C)c1cc(C(=O)NN)n(Cc2ccc(F)cc2)n1	-4.7%	?	-12%	0%	-20%	6%	-9%	0%
CC1=CC(C)(C)N(C(=O)CCl)c2ccccc21	-0.1%	?	3%	?	15%	4%	-7%	-2%
O=C(O)C1Sc2[nH]c(=O)sc2C2c3cc(Br)ccc3OC(=O)C12 (stereo unspecified)	-0.3%	.	-15%	.	?	9%	-5%	9%
CCCCC(CC)C(=O)Nc1ccccc1C(=O)NC(C)C (stereo unspecified)	0.0%	1%	-2%	-1%	-4%	2%	-13%[46.1 µM]	-3%
COc1ccc(NC(=O)c2c(C(F)(F)F)nn(C)c2Cl)cc1	2.1%	6%	1%	0%	5%	2%	4%	-1%
Cc1cc(N(CC(=O)NC2CC2)S(C)(=O)=O)ccc1Br	-1.8%	-1%	-2%	-6%	13%	-5%	16%	3%
Cc1cccc(N2CCN(C(=O)c3c(C)nn(Cc4ccccc4Cl)c3C)CC2)c1C	-0.5%	?	-16%	?	-5%	18%	?	-3%
CCOc1cc(/C=C(/C#N)c2nc3ccccc3[nH]2)ccc1OCc1ccc(C(=O)O)o1	0.0%	?	-14%	4%	-2%	7%	-13%[46.1 µM]	-5%
COC(=O)c1[nH]c2cc(OC)ccc2c1NC(=O)CCN1CCN(Cc2ccc3c(c2)OCO3)CC1	0.0%	?	-7%	-15%	1%	-2%	-6%[46.1 µM]	-4%

Assay outcomes as filed in PubChem.

Some of the compounds tested, so the mix of outcomes need not match the whole.
